SRC2 TRFRET art: counter-screen for PPARgamma SRC-2 recruitment agonists: TR-FRET artefact; 200,000 compounds, 0.4% hits; stronger effect = higher value; TR-FRET ratio at 8 µM; in the data active = TR-FRET ratio above about 2000; note: inactives centre near 1500
TNAP act hiacc: TNAP (human) activation, high acceptor; P05186; purified TNAP, CDP-star luminescence, 1 M DEA, 30 min; stronger effect = higher value; 0 = EDTA background, 1 = DMSO-only activity; activation factor at 20 µM; 200,000 tested, under 10 active; AID 1136;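 active = activation factor at least 2 at 20 µM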
Target sequence (P05186 whole entry, looked up): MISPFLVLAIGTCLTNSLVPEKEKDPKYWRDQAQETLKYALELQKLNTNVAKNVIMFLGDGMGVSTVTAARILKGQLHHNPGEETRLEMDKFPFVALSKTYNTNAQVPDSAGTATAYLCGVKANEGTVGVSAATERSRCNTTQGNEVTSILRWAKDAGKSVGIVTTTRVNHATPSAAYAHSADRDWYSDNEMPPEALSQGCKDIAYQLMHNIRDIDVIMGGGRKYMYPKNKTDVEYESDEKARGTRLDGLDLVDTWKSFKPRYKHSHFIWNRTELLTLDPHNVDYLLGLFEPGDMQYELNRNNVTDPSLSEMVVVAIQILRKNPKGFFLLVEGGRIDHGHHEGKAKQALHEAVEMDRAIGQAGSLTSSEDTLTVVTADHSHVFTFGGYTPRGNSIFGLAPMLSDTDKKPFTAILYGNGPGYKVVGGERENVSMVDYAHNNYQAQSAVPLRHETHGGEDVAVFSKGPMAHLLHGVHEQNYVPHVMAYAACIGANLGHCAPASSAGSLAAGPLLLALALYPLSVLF
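system = human TNAP | amount = enzyme diluted 1/800 final | reagent = 100 µM CDP-star substrate | signal = luminescent substrate turnover signal | dosing = one dose, 20 µM | benchmarks = EDTA negative control, DMSO positive control | measure = activation factor | timing = 30 min reaction, room temperature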
TNAP inh noacc: TNAP (human) inhibition, acceptor-free conditions; AID 1012; purified TNAP, CDP-star luminescence, 30 min; P05186; 200,000 compounds, 0.26% hits; inhibition, % at 20 µM;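 active = tissue-nonspecific alkaline phosphatase inhibition above about 50% at 20 µM in the single-dose screen, limit read from the data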;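 note: 0% = DMSO negative control and 100% = EDTA positive control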
PPARg SRC-3 ag: PPARgamma-driven SRC-3 recruitment agonism | biochemical PPARgamma/SRC-3 coactivator recruitment assay | activation, % at 8 µM | 200,000 compounds, 0.26% hits; in the data active = activation above about 23%;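 note: 0% = DMSO and 100% = reference agonist; some compounds past the cut are filed as inactive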
Target sequence (P37231 whole entry, looked up): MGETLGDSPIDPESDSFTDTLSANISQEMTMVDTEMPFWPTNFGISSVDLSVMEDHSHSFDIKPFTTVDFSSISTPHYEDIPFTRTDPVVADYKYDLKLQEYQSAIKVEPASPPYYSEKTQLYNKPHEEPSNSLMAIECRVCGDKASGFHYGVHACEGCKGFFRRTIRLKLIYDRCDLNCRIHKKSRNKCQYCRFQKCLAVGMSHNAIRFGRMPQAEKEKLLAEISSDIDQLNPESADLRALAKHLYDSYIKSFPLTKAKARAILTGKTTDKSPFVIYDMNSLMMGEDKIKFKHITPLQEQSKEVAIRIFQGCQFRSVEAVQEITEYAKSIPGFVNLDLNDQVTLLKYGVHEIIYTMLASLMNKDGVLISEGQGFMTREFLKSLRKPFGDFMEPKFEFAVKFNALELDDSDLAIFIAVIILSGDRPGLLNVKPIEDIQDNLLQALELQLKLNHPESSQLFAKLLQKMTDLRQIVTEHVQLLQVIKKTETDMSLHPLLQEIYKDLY
bIAP inhibitor: blocks bovine intestinal alkaline phosphatase activity | purified bovine IAP, CDP-star luminescence, 30 min | inhibition, % at 20 µM | 190,000 tested, under 10 active;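 active = over 50% inhibition of intestinal alkaline phosphatase at 20 µM in the single-dose screen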
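Assay system – bovine IAP enzyme · Quantity – bovine IAP at 1/65,000,000 final dilution · Detection – CDP-star luminescence signal · Times – 30 min reaction at room temperature · Also added – CDP-star substrate at 30 µM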
bIAP activator: intestinal alkaline phosphatase (bovine) activation; purified bovine IAP, CDP-star luminescence, 30 min; stronger effect = higher value; fold of DMSO-control signal, blank-subtracted; activation factor at 20 µM; 200,000 compounds, 0.17% hits; AID 1016;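 active = activation factor of 2 or more at 20 µM, a signal rise over negative controls twice the positive control's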
HMGR II inh: blocks class II HMG-CoA reductase of Enterococcus faecalis | inhibition, % at 10 µM | 190,000 compounds, 0.41% hits | AID 1066 | purified E. faecalis HMGR, NADPH absorbance 340 nm kinetic;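 active = inhibition above a set limit, the median over all tested compounds plus 3 SD, cut at about 9.5% in these data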;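 note: enzyme runs in reverse so mevalonate oxidation gives rising NADPH absorbance; 0% = complete reaction with DMSO and 100% = background rate lacking mevalonate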
PPARg SRC-1 ag: agonists of human PPARgamma SRC-1 coactivator recruitment; PPARgamma-SRC-1 coactivator recruitment biochemical assay; 200,000 compounds, 0.41% hits; activation, % at 8 µM; P37231; in the data active = activation above about 19%;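 note: 0% = DMSO and 100% = reference agonist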
PPARg SRC-2 ag: agonists of SRC-2 recruitment by human PPARgamma | 200,000 compounds, 0.34% hits | PPARgamma LBD-SRC-2 recruitment, biochemical | activation, % at 8 µM; in the data active = activation above about 22%;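 note: 0% = vehicle and 100% = reference agonist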
TNAP inh hi DEA: inhibitors of human TNAP at high phosphate acceptor concentration. P05186. purified TNAP, CDP-star luminescence, 1 M DEA. inhibition, % at 20 µM. 200,000 compounds, 0.03% hits. AID 1135;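 active = over 50% inhibition of tissue-nonspecific alkaline phosphatase at 20 µM in the single-dose screen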;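 note: plate controls were DMSO wells for no effect and EDTA-quenched wells as full inhibition for full effect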
An asterisk follows results filed as active; . = no result given.

1) O=C(CSc1c(Cl)cccc1Cl)N1CCC(c2nc3ccccc3s2)CC1
2) CCC(=O)OCC(=O)Nc1cc(C)c(C)cc1[N+](=O)[O-]
3) COc1ccc(-c2csc(-c3[nH]cnc3N)n2)cc1
4) Cn1c(SCC#N)nnc1-c1cccnc1
5) O=C(COC(=O)c1ccccc1NCc1ccco1)Nc1ccc2c(c1)OCO2
compound no.,1,2,3,4,5
SRC2 TRFRET art,1384,1752,1545,1446,1367
TNAP act hiacc,1,1,1,1,1
TNAP inh noacc,-7,-8,-24,-9,-10
PPARg SRC-3 ag,-8,1,3,-1,1
bIAP inhibitor,0,11,16,7,16
bIAP activator,1,0.9,0.8,0.9,0.8
HMGR II inh,-2,-3,-1,-2,0
PPARg SRC-1 ag,0,4,2,7,-1
PPARg SRC-2 ag,2,-1,4,-5,6
TNAP inh hi DEA,-2,4,-4,-4,-5

6) O=C(c1ccc(Cl)c(Cl)c1)N1CCC(=O)N(C(COCc2cccc(Cl)c2)Cc2ccccc2)CC1 (centres undefined)
7) Cc1ccccc1C(=O)NC1CCN(Cc2nnnn2Cc2ccc(F)cc2)CC1
8) O=C(c1ccccc1)N(Cc1nc2ccccc2c(=O)[nH]1)C1CCCCC1
9) CC(NC(=O)C(=O)NN=C1CCCCCCC1)c1ccccc1 (centres undefined)
10) C=CCn1c(NCc2ccccc2)nc2ccccc21
compound no.,6,7,8,9,10
SRC2 TRFRET art,1660,1667,1471,1429,1500
TNAP act hiacc,1,1.1,1.1,1,1
TNAP inh noacc,-5,-7,-6,-3,4
PPARg SRC-3 ag,2,10,0,4,23
bIAP inhibitor,14,-3,7,-7,-8
bIAP activator,0.9,1,0.9,1.1,1.1
HMGR II inh,-3,-5,0,2,-2
PPARg SRC-1 ag,7,5,-3,-1,6
PPARg SRC-2 ag,5,11,1,3,2
TNAP inh hi DEA,-2,-5,-6,-5,-2

11) O=C(c1cc(COc2c(F)cccc2F)on1)N1CCC(c2ccccc2Cl)C1 (centres undefined)
12) CC(C)(C)C(=O)/C(=C\c1ccc([N+](=O)[O-])cc1)n1cncn1
13) CCOC(=O)N/N=C(\C)c1ccccc1OC(F)F
14) COc1ccc(-c2c(N)nnc3c2[nH]c2ccccc23)cc1OC
15) Cc1ccc(NC(=O)COC(=O)CNC(=O)c2ccc(Br)cc2)c(C)c1
compound no.,11,12,13,14,15
SRC2 TRFRET art,1587,1770,1349,1679,1637
TNAP act hiacc,1.1,1,1,1,1
TNAP inh noacc,-9,-13,-1,-9,-3
PPARg SRC-3 ag,-2,3,-6,3,3
bIAP inhibitor,0,17,7,-2,-9
bIAP activator,1,0.8,0.9,1,1.1
HMGR II inh,-7,4,-8,3,-2
PPARg SRC-1 ag,4,1,2,5,6
PPARg SRC-2 ag,-8,7,-7,5,-3
TNAP inh hi DEA,-10,-5,4,-2,3

16) Nc1cccc(Cl)c1N1CCOCC1
17) CC(C)(C)NC(=O)C(c1ccccc1F)N(Cc1ccco1)C(=O)c1csnn1 (centres undefined)
18) CCOC(=O)C1(CCOc2ccccc2)CCN(Cc2ccc(COC)o2)CC1
19) CC(=O)Nc1ccc(Nc2ncc([N+](=O)[O-])c(Nc3ccc(NC(C)=O)cc3)n2)cc1
20) CCn1c2ccccc2c2cc(NC(=O)COc3ccccc3OC)ccc21
compound no.,16,17,18,19,20
SRC2 TRFRET art,1470,1452,1467,1432,1690
TNAP act hiacc,1,1.1,1.1,1,1
TNAP inh noacc,-10,-15,-15,8,-5
PPARg SRC-3 ag,-3,-1,0,6,3
bIAP inhibitor,-4,2,-12,18,-5
bIAP activator,1,1,1.1,0.8,1.1
HMGR II inh,-2,-3,-2,5,-1
PPARg SRC-1 ag,-7,0,3,0,-2
PPARg SRC-2 ag,2,-11,-4,4,5
TNAP inh hi DEA,-1,-6,-12,3,-3

21) Cc1ccc(C)n1NC(=O)c1ccc([N+](=O)[O-])cc1
22) CN=C(Nc1ccc(Cl)cc1)c1cccc(C(F)(F)F)c1
23) O=c1c2cc3c(cc2[nH]c(=S)n1CCN1CCOCC1)OCO3
24) CCN(CC)C(=S)Nc1ccc(OC)cc1
25) CCN(CC)C(=O)Cn1c(=O)n(-c2ccccc2)c(=O)n1CC(=O)N(CC)CC
compound no.,21,22,23,24,25
SRC2 TRFRET art,1580,1703,1453,1549,1638
TNAP act hiacc,1,1.1,1.1,1,1
TNAP inh noacc,-10,-8,-6,-17,-8
PPARg SRC-3 ag,0,9,5,0,7
bIAP inhibitor,-13,-9,2,-10,-14
bIAP activator,1.1,1.1,1,1.1,1.1
HMGR II inh,3,-6,-6,0,-1
PPARg SRC-1 ag,4,1,-2,4,6
PPARg SRC-2 ag,-5,5,-6,8,-3
TNAP inh hi DEA,-3,-5,-8,-1,-1

26) COc1ccc(C(=O)Nc2ccc(NC(=O)C(C)C)nc2)cc1
27) Cc1ccc(C)c(-n2c(SCC(=O)N3CCCC3)nnc2-c2ccccn2)c1
28) O=C(Nc1nc2ccccc2s1)c1cc2c(s1)-c1ccccc1OC2
29) COc1ccc(O)c(C(=O)CC(=O)c2ccccc2C)c1
30) O=C1/C(=C/c2cccc(F)c2)CSc2sccc21
compound no.,26,27,28,29,30
SRC2 TRFRET art,1556,1628,1472,1701,1412
TNAP act hiacc,1.1,1.1,1,1.1,1
TNAP inh noacc,-10,-12,-29,-6,-5
PPARg SRC-3 ag,-3,-9,-2,1,-4
bIAP inhibitor,7,-1,-8,0,32
bIAP activator,0.9,1,1.1,1,0.7
HMGR II inh,-3,1,-11,-4,-6
PPARg SRC-1 ag,-6,-6,-3,11,-6
PPARg SRC-2 ag,-8,3,-4,4,-9
TNAP inh hi DEA,-7,-6,-4,-6,0

31) CCN(CC)C(=O)N1CCN(S(=O)(=O)c2ccccc2)CC1
32) C#CCn1c(=NC(=O)c2ccc(Br)s2)sc2cccc(OC)c21
33) Cc1cc(C)c(C)c(S(=O)(=O)Nc2ccc(O)cc2)c1C
34) O=C(COC(=O)[C@@H]1CCCN1S(=O)(=O)c1ccc(Cl)cc1)NC12CC3CC(CC(C3)C1)C2
35) COCC(C)NCc1cccc2ccccc12 (centres undefined)
compound no.,31,32,33,34,35
SRC2 TRFRET art,1612,4015*,1482,1681,1570
TNAP act hiacc,1.1,1,1.1,1,1
TNAP inh noacc,-5,-9,-5,-9,-7
PPARg SRC-3 ag,2,33*,9,0,-1
bIAP inhibitor,-9,7,14,16,-10
bIAP activator,1.1,0.9,0.9,0.8,1.1
HMGR II inh,0,-5,-2,-2,-7
PPARg SRC-1 ag,6,24*,7,-1,6
PPARg SRC-2 ag,4,30*,7,1,-6
TNAP inh hi DEA,-5,-1,-6,-3,-3

36) CCc1nnc(NC(=O)Cn2nc(-c3ccccc3OC)ccc2=O)s1
37) COc1cccc2cc(C(=O)C3=C(O)C(=O)N(CCCN4CCOCC4)C3c3ccncc3)oc12 (centres undefined)
38) O=C(Nc1nc(-c2ccccc2)cs1)C1CCCCN1S(=O)(=O)c1ccc(Cl)cc1 (centres undefined)
39) O=c1[nH]cnc2ccsc12
40) Cc1nn(C)c(C)c1/C=C1/SC(=S)NC1=O
compound no.,36,37,38,39,40
SRC2 TRFRET art,1449,1361,1484,1567,1449
TNAP act hiacc,1,.,1.1,1,1.1
TNAP inh noacc,-11,.,-3,-2,-11
PPARg SRC-3 ag,-1,2,0,0,-8
bIAP inhibitor,6,.,26,-10,12
bIAP activator,0.9,.,0.7,1.1,0.9
HMGR II inh,-4,.,2,-3,-3
PPARg SRC-1 ag,3,-6,-2,8,-5
PPARg SRC-2 ag,3,1,-5,4,-9
TNAP inh hi DEA,-1,.,-8,2,-5

Rewritten field by field: 2 of the compounds above.
[39] O=c1[nH]cnc2ccsc12
  SRC2 TRFRET art: 1567; TNAP act hiacc: 1; TNAP inh noacc: -2; PPARg SRC-3 ag: 0; bIAP inhibitor: -10; bIAP activator: 1.1; HMGR II inh: -3; PPARg SRC-1 ag: 8; PPARg SRC-2 ag: 4; TNAP inh hi DEA: 2

[40] Cc1nn(C)c(C)c1/C=C1/SC(=S)NC1=O
  SRC2 TRFRET art: 1449; TNAP act hiacc: 1.1; TNAP inh noacc: -11; PPARg SRC-3 ag: -8; bIAP inhibitor: 12; bIAP activator: 0.9; HMGR II inh: -3; PPARg SRC-1 ag: -5; PPARg SRC-2 ag: -9; TNAP inh hi DEA: -5

Continuation.
41) CCOc1c(C(=O)CC)cc2c(C)cc(=O)oc2c1C
42) CC1(c2ccco2)NC(=O)NC1=O (centres undefined)
43) CCOc1ccc(Oc2cc(N)cc([N+](=O)[O-])c2)cc1
44) COCCn1nnnc1C(c1cccc(OC)c1OC)N1CCN(C2CCCCC2)CC1 (centres undefined)
45) Cc1cccc(C)c1NC(=S)N(CCN1CCCCCC1)Cc1ccco1
compound no.,41,42,43,44,45
SRC2 TRFRET art,1604,1553,1461,1572,1349
TNAP act hiacc,1,1,1,1,1
TNAP inh noacc,12,-8,-5,-6,-6
PPARg SRC-3 ag,16,4,-1,-6,-3
bIAP inhibitor,2,13,-5,-5,-5
bIAP activator,1,0.9,1,1,1
HMGR II inh,-5,-6,-2,-7,-4
PPARg SRC-1 ag,5,4,-3,-8,1
PPARg SRC-2 ag,3,-2,6,0,-13
TNAP inh hi DEA,2,-3,1,-4,5

From compound 40 as far as 45, as listed above:
40) Cc1nn(C)c(C)c1/C=C1/SC(=S)NC1=O
41) CCOc1c(C(=O)CC)cc2c(C)cc(=O)oc2c1C
42) CC1(c2ccco2)NC(=O)NC1=O (centres undefined)
43) CCOc1ccc(Oc2cc(N)cc([N+](=O)[O-])c2)cc1
44) COCCn1nnnc1C(c1cccc(OC)c1OC)N1CCN(C2CCCCC2)CC1 (centres undefined)
45) Cc1cccc(C)c1NC(=S)N(CCN1CCCCCC1)Cc1ccco1
compound no.,40,41,42,43,44,45
SRC2 TRFRET art,1449,1604,1553,1461,1572,1349
TNAP act hiacc,1.1,1,1,1,1,1
TNAP inh noacc,-11,12,-8,-5,-6,-6
PPARg SRC-3 ag,-8,16,4,-1,-6,-3
bIAP inhibitor,12,2,13,-5,-5,-5
bIAP activator,0.9,1,0.9,1,1,1
HMGR II inh,-3,-5,-6,-2,-7,-4
PPARg SRC-1 ag,-5,5,4,-3,-8,1
PPARg SRC-2 ag,-9,3,-2,6,0,-13
TNAP inh hi DEA,-5,2,-3,1,-4,5

Following part.
46) [O-]/C(=C(\C(=S)Nc1ccc(Cl)cc1)[n+]1ccccc1)c1ccc(OC(F)F)cc1
47) O=C(O)Cc1sc(-c2cccnc2)nc1-c1ccc(Br)cc1
48) CN(Cc1ccccc1)C(=O)c1cc2ccccc2o1
49) O=C(N=NC(=O)c1ccco1)c1ccc2c(O)n(N3C(=O)c4ccccc4C3=O)c(O)c2c1
50) O=C1CC(N2CCN(Cc3ccc4c(c3)OCO4)CC2)C(=O)N1c1cccc(Cl)c1 (centres undefined)
51) CCOc1ccc(-c2nnc(Nc3ccc(OC)c(C(=O)N4CCCCC4)c3)c3ccccc23)cc1
52) Cc1c(C#N)c2ncn(Cc3ccccc3)c(=O)c2n1-c1ccccc1
compound no.,46,47,48,49,50,51,52
SRC2 TRFRET art,1641,1819,1457,1634,1652,1476,1544
TNAP act hiacc,1,1,1,1,1,1,1.1
TNAP inh noacc,-12,-5,3,-24,-7,-7,-16
PPARg SRC-3 ag,7,5,3,3,6,-3,8
bIAP inhibitor,-1,9,12,-3,0,38,12
bIAP activator,1,0.9,0.9,1,1,0.6,0.9
HMGR II inh,-2,-3,2,-6,-2,-8,-3
PPARg SRC-1 ag,3,12,5,0,3,10,6
PPARg SRC-2 ag,-3,3,6,4,0,7,0
TNAP inh hi DEA,-2,2,0,-2,1,-4,-8

Compound activity deposited in PubChem BioAssay by several laboratories.
